NR2E3 ag-1 – inhibitors of NR2E3-RetCOR corepressor binding, primary screen, NR2E3 agonist project, biochemical, TR-FRET, GST-NR2E3, biotin-RetCOR; Photoreceptor-specific nuclear receptor (Homo sapiens), Q9Y5X4; 1536-well; inhibition of corepressor binding, % at 4.78 µM; actives 0.12% (n = 320,000); AID 2300, 2010;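 active means percent inhibition above the cutoff of mean plus 3 SD of all tested compounds, set per screening campaign, cut at about 20% in these data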;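 further: 0% = DMSO wells and 100% = biotin wells as full block of FRET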
Target sequence (Q9Y5X4 whole entry, looked up): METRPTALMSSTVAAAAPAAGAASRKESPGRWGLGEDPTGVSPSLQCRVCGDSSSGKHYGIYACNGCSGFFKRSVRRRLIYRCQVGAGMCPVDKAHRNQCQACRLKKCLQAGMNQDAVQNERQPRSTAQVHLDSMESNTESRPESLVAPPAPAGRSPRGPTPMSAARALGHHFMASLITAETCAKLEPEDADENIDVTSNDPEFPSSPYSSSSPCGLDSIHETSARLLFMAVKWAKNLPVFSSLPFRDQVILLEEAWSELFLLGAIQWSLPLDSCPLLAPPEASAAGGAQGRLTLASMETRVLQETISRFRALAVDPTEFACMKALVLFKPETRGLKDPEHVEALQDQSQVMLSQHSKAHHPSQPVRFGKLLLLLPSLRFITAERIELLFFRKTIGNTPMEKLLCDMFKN
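Format: 1536-well format; test system: GST-NR2E3 and biotin-RetCOR proteins; read-out basis: percent inhibition of TR-FRET ratio; timing: 5 h incubation at 4 °C; detection: time-resolved FRET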
m5-HT2A agonist – mouse Htr2a agonists via beta-arrestin recruitment, primary screen, cell-based, luminescence. actives 0.66% (n = 360,000). AID 624169, 2012. activation, % at 7.6 µM. CHO-K1 mHTR2A beta-arrestin complementation; percent of 30 µM serotonin response. 5-hydroxytryptamine receptor 2A (Mus musculus), P35363;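 active means activation above a run cutoff, the mean activation of all tested compounds plus 3 SD, cut at about 14% in these data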;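 further: 0% = plate median of compound wells and 100% = 30 µM serotonin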
CaV13 FRET inh – Primary screen for inhibitors of IQ motif and Ca2+-dependent inactivation inhibitor domain binding in CACNA1D, Förster resonance energy transfer in living cells, …; HEK cells, CFP/YFP FRET ICDI-IQ, plate reader, 10 min; percent FRET-ratio fall versus neutral wells; AID 743397; actives 0.098% (n = 340,000); inhibition, % at 12.3 µM;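 active means mean replicate inhibition of at least 30% and at least 1% of replicates passing that level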;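 further: 0% = median of the neutral control wells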
Cardio protect – cardioprotection against H2O2-induced cell death, primary screen, uHTS, H9c2 cells, ATPLite luminescence; H9c2 cardiomyocytes, H2O2 injury protection, 2 h; protection from H2O2 cell death, % at 20 µM; actives 0.63% (n = 360,000); AID 588492, 2011;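 active means compounds giving at least 50% protection of heart cells from peroxide-induced death in the single-dose screen, raw or plate-pattern-corrected value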;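 further: 0% = DMSO wells with peroxide and 100% = DMSO wells without peroxide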
HIF-2a inh – HIF-2a reporter inhibitors, primary screen, luminescence, 786-0 RCC cells | 786-0 RCC cells HIF-2a reporter, luciferase luminescence, overnight | actives 0.72% (n = 360,000) | inhibition, % at 18.8 µM;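 active means inhibition of the luminescence signal of 40% or more relative to plate controls, in a single-dose primary screen at 18.75 µM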
Peg3 prom inh – Peg3 promoter-driven luciferase inhibitors, primary screen, cell-based, HeLa, luciferase luminescence; HeLa PEG-Prom luciferase reporter, overnight; inhibition, % at 20 µM; actives 1.7% (n = 360,000); AID 588405, 2011;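 active means inhibition of at least 50% at 20 µM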
PDI inh – inhibitors of human PDI, primary screen, biochemical, turbidity, single point, plate reader. Protein disulfide-isomerase (Homo sapiens), P07237. PDI insulin aggregation turbidity, A650, 90 min. inhibition, % at 10 µM. actives 0.052% (n = 350,000). AID 588391, 2011;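 active means mean inhibition across replicates of 30% or more, whatever share of single replicates reach that level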;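 further: absorbance from insulin aggregation driven by PDI reduction with DTT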
Target sequence (P07237 whole entry, looked up): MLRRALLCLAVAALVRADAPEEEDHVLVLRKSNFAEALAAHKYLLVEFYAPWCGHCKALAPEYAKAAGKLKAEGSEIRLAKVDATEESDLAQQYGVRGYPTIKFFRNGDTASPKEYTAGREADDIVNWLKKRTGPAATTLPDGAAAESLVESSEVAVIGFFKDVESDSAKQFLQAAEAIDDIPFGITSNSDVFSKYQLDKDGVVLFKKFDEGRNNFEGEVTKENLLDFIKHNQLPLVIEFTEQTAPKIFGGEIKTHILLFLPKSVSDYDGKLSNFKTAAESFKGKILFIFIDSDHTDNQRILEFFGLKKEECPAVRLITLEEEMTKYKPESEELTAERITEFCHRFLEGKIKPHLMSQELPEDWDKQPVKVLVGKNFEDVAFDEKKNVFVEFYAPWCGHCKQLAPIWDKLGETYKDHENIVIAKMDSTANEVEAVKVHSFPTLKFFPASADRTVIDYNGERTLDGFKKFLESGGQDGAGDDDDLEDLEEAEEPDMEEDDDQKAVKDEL
Shn3 inh set2 – reduction of Shn3 3'UTR firefly luciferase signal, primary screen, Schnurri-3 inhibitor project, cell-based, Clone20 osteoblasts, set 2. Clone20 osteoblast Shn3 3'UTR firefly luciferase, 24 h. inhibition, % at 12.5 µM. actives 0.52% (n = 360,000);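 active means mean inhibition of at least 75% with every replicate also reaching 75%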;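 further: 0% = median of neutral control wells and 100% = pilot-screen positive control compound; some compounds past the cut are filed as inactive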
iPSC survival up – enhancers of single-cell hiPSC survival, primary screen, ATPlite luminescence; 100% = ROCK inhibitor wells, 0% = DMSO; survival enhancement, % at 20 µM; actives 0.044% (n = 360,000); in the data active means survival enhancement above about 18%;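 further: cells exposed to compounds for 16 hours before the ATP read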
MITF TRPM1 inh – inhibitors of MITF-dependent TRPM1 promoter reporter, primary screen, cell-based, SK-MEL-5, single point, luciferase | SK-MEL-5 TRPM1 promoter luciferase, 24 h | inhibition, % at 12.5 µM | actives 0.83% (n = 330,000) | AID 488899, 2010;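 active means mean inhibition across replicates of 60% or more, whatever share of single replicates reaches that level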; further: values of inactives mirror those of a sister screen read the other way
NR2E3 ag-2 – NR2E3 agonists in two-hybrid cells, primary screen, cell-based, luminescence, CHO-S, Gal4-NCOR/VP16-NR2E3 | Photoreceptor-specific nuclear receptor (Homo sapiens), Q9Y5X4 | luciferase | inhibition of corepressor binding, % at 3.98 µM | actives 0.35% (n = 360,000) | AID 602229, 2012;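 active means inhibition above the mean of all tested compounds plus 3 SD, cut at about 70% in these data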;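 further: 0% = DMSO with NR2E3 transfected cells and 100% = cells lacking NR2E3 construct; higher means lower luciferase signal from less NR2E3 corepressor binding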
The depositor's hits bear a star. Random draw from the library; 3.9% or so of the library scored in one or more.

What do the screens show for `COc1ccc(C2CCc3cc(OC)c(OC)cc3C2NC=O)cc1OC` (configuration not stated)?
m5-HT2A agonist: 5; CaV13 FRET inh: -6; Cardio protect: -1; HIF-2a inh: 2; Peg3 prom inh: 5; PDI inh: -3; Shn3 inh set2: -9; iPSC survival up: 3.7; NR2E3 ag-2: -20

Results for Cc1cc(C(=O)OCC(=O)Nc2ccc(F)cc2F)c(C)o1 ?
NR2E3 ag-1: 2; m5-HT2A agonist: 0; Cardio protect: 10; HIF-2a inh: -6; Peg3 prom inh: -17; PDI inh: 2; Shn3 inh set2: -2; iPSC survival up: 0.0; MITF TRPM1 inh: 2; NR2E3 ag-2: 1

Results for O=C(COC(=O)c1ccc(NS(=O)(=O)c2cccs2)cc1)NCc1ccco1 ?
NR2E3 ag-1: 1; m5-HT2A agonist: -1; Cardio protect: -5; HIF-2a inh: 10; Peg3 prom inh: 15; PDI inh: 2; Shn3 inh set2: 0; iPSC survival up: -0.6; MITF TRPM1 inh: 8; NR2E3 ag-2: -24

What do the screens show for `COc1ccc(CCNC(=O)COc2ccccc2[N+](=O)[O-])cc1OC`?
NR2E3 ag-1: 3; m5-HT2A agonist: -6; CaV13 FRET inh: -2; Cardio protect: 7; HIF-2a inh: 19; Peg3 prom inh: 12; PDI inh: 5; iPSC survival up: 0.2; MITF TRPM1 inh: 11; NR2E3 ag-2: 12

What do the screens show for `CCOC(=O)c1cnc2c(C)cccc2c1NCCc1ccc(OC)c(OC)c1`?
NR2E3 ag-1: 2; m5-HT2A agonist: -2; CaV13 FRET inh: -5; Cardio protect: -9; HIF-2a inh: 0; Peg3 prom inh: -10; PDI inh: -2; Shn3 inh set2: 32; iPSC survival up: -1.7; MITF TRPM1 inh: -7; NR2E3 ag-2: -35

Results for CC1(C(=O)NC2CCCCCCC2)CCC(=O)N1CCN1CCOCC1 (configuration not stated) ?
NR2E3 ag-1: 1; m5-HT2A agonist: -1; Cardio protect: 5; HIF-2a inh: 14; Peg3 prom inh: 7; PDI inh: -11; Shn3 inh set2: -5; iPSC survival up: -3.6; MITF TRPM1 inh: 11; NR2E3 ag-2: 0

What do the screens show for `CCc1noc(C)c1C(=O)NNC(=O)c1cc(OC)cc(OC)c1`?
NR2E3 ag-1: 2; m5-HT2A agonist: -1; CaV13 FRET inh: -2; Cardio protect: 8; HIF-2a inh: 5; Peg3 prom inh: -8; PDI inh: 0; Shn3 inh set2: -1; iPSC survival up: 4.7; MITF TRPM1 inh: 6; NR2E3 ag-2: -34

Results for CCN(CCn1cccn1)C(=O)CCc1nnc(Cc2c[nH]c3ccccc23)o1 ?
NR2E3 ag-1: 0; m5-HT2A agonist: 4; CaV13 FRET inh: -5; Cardio protect: 3; HIF-2a inh: 4; Peg3 prom inh: -3; PDI inh: 10; Shn3 inh set2: 12; iPSC survival up: -0.1; MITF TRPM1 inh: -6; NR2E3 ag-2: -46

How did CCc1cccc(OCC2Cn3c(nc4c3c(=O)[nH]c(=O)n4C)O2)c1 (configuration not stated) do in these assays?
NR2E3 ag-1: 4; m5-HT2A agonist: 6; CaV13 FRET inh: -20; Cardio protect: 0; HIF-2a inh: 25; Peg3 prom inh: 26; PDI inh: -3; Shn3 inh set2: 20; iPSC survival up: -0.3; MITF TRPM1 inh: 9; NR2E3 ag-2: -49

What do the screens show for `Cc1ccccc1C(=O)N/N=C/c1cccc2ccccc12`?
NR2E3 ag-1: 1; m5-HT2A agonist: -2; CaV13 FRET inh: -2; Cardio protect: -3; HIF-2a inh: -150; Peg3 prom inh: -192; PDI inh: 1; Shn3 inh set2: -41; iPSC survival up: -0.8; MITF TRPM1 inh: -34; NR2E3 ag-2: -48

How did CC(C)N(CCc1ccncc1)C(=S)Nc1ccc(F)c(Cl)c1 do in these assays?
NR2E3 ag-1: 1; m5-HT2A agonist: -1; CaV13 FRET inh: -1; Cardio protect: 7; HIF-2a inh: 13; Peg3 prom inh: 6; PDI inh: -4; Shn3 inh set2: 33; iPSC survival up: -0.5; MITF TRPM1 inh: -2; NR2E3 ag-2: 0

How did COc1ccc(CC(=O)NC2CCN(CC(=O)Nc3ccc4c(c3)OCCO4)CC2)cc1OC do in these assays?
NR2E3 ag-1: 0; m5-HT2A agonist: 1; CaV13 FRET inh: -6; Cardio protect: 1; HIF-2a inh: 7; Peg3 prom inh: 8; PDI inh: 1; Shn3 inh set2: 6; iPSC survival up: -2.1; MITF TRPM1 inh: 9; NR2E3 ag-2: -12

What do the screens show for `CCC(Sc1nc2ccsc2c(=O)n1CCC(=O)O)C(=O)Nc1ccc(Cl)cc1` (configuration not stated)?
m5-HT2A agonist: 0; CaV13 FRET inh: -5; Cardio protect: 2; HIF-2a inh: 13; Peg3 prom inh: 5; PDI inh: 1; Shn3 inh set2: 20; iPSC survival up: -2.2; NR2E3 ag-2: -11

Results for CC(=O)NC(Cc1ccccc1)C(=O)NC1CCN(C(=O)NC2CCCCC2)CC1 (configuration not stated) ?
NR2E3 ag-1: -6; m5-HT2A agonist: 1; CaV13 FRET inh: -9; Cardio protect: -3; HIF-2a inh: 2; Peg3 prom inh: -5; PDI inh: 4; Shn3 inh set2: -12; iPSC survival up: -0.3; MITF TRPM1 inh: 10; NR2E3 ag-2: 12

How did CC(C)c1c(O)nc(SCC(=O)N2CCOCC2)[nH]c1=O do in these assays?
NR2E3 ag-1: 3; m5-HT2A agonist: -6; CaV13 FRET inh: -7; Cardio protect: 2; HIF-2a inh: 14; Peg3 prom inh: 7; PDI inh: -6; Shn3 inh set2: 0; iPSC survival up: -1.8; MITF TRPM1 inh: -9; NR2E3 ag-2: -5

Results for c1ccc(-c2onc(-c3ccco3)c2-c2ccc3c(c2)OCO3)cc1 ?
NR2E3 ag-1: 1; m5-HT2A agonist: 1; CaV13 FRET inh: -10; Cardio protect: -6; HIF-2a inh: -16; Peg3 prom inh: -4; PDI inh: 0; Shn3 inh set2: 9; iPSC survival up: 0.1; MITF TRPM1 inh: 4; NR2E3 ag-2: -22

What do the screens show for `O=C(NCC1CCCO1)c1coc2nc3ccccc3nc12` (configuration not stated)?
NR2E3 ag-1: -3; m5-HT2A agonist: 3; Cardio protect: 0; HIF-2a inh: 4; Peg3 prom inh: 2; PDI inh: -8; Shn3 inh set2: -7; iPSC survival up: -0.7; MITF TRPM1 inh: 7; NR2E3 ag-2: -8

What do the screens show for `CCN(CC)C(=O)C1=C(C)N(CCCOC)C(=O)C(CC(=O)NCC2CCCCC2)C1` (configuration not stated)?
m5-HT2A agonist: -2; CaV13 FRET inh: -9; Cardio protect: 1; HIF-2a inh: 3; Peg3 prom inh: 16; PDI inh: 0; Shn3 inh set2: -8; iPSC survival up: 2.5; NR2E3 ag-2: 5

Results for CSc1ccccc1NC(=O)c1cc(CC(C)C)on1 ?
NR2E3 ag-1: 1; m5-HT2A agonist: -3; CaV13 FRET inh: -5; Cardio protect: -12; HIF-2a inh: -281; Peg3 prom inh: -288; Shn3 inh set2: -54; iPSC survival up: -3.3; NR2E3 ag-2: -19

Results for CC(=O)c1cccc(-c2cnc3c(NC=O)cc(-c4ccc(C(=O)N5CCOCC5)cc4)cn23)c1 ?
m5-HT2A agonist: 4; CaV13 FRET inh: -5; Cardio protect: 36; HIF-2a inh: 18; Peg3 prom inh: 27; PDI inh: 3; Shn3 inh set2: -10; iPSC survival up: -2.0; NR2E3 ag-2: -12

Results for Oc1ccccc1/C=N/n1cnn(Cc2ccccc2Cl)c1=S ?
NR2E3 ag-1: 4; m5-HT2A agonist: 4; CaV13 FRET inh: -5; Cardio protect: 4; HIF-2a inh: 5; Peg3 prom inh: -3; PDI inh: -3; Shn3 inh set2: 1; iPSC survival up: -1.9; MITF TRPM1 inh: -3; NR2E3 ag-2: 9

What do the screens show for `Cc1ccc(NC2c3ncccc3C(=O)N2c2ccccc2C)cc1C` (configuration not stated)?
NR2E3 ag-1: -2; m5-HT2A agonist: -1; CaV13 FRET inh: -4; Cardio protect: 0; HIF-2a inh: -87; Peg3 prom inh: -5; PDI inh: -1; Shn3 inh set2: 9; iPSC survival up: 2.2; MITF TRPM1 inh: 8; NR2E3 ag-2: -36

What do the screens show for `O=C(COC(=O)Cn1cnc2ccccc21)Nc1ccc2c(c1)C(=O)c1ccccc1C2=O`?
NR2E3 ag-1: 1; m5-HT2A agonist: 1; CaV13 FRET inh: -5; Cardio protect: 22; HIF-2a inh: -251; Peg3 prom inh: -263; PDI inh: 11; Shn3 inh set2: -85; iPSC survival up: 0.1; MITF TRPM1 inh: -26; NR2E3 ag-2: -55

What do the screens show for `CN(CC(=O)Nc1ccc(OC(F)(F)F)cc1)C(=O)/C=C/c1cc2c(cc1[N+](=O)[O-])OCO2`?
NR2E3 ag-1: 3; m5-HT2A agonist: -7; CaV13 FRET inh: -5; Cardio protect: -13; HIF-2a inh: 21; Peg3 prom inh: 3; PDI inh: -6; Shn3 inh set2: -3; iPSC survival up: 3.9; MITF TRPM1 inh: -1; NR2E3 ag-2: -6

What do the screens show for `COc1ccc(OC)c(NC(=O)CSc2ccc(-c3ccco3)nn2)c1`?
NR2E3 ag-1: 2; m5-HT2A agonist: 1; CaV13 FRET inh: -6; Cardio protect: 1; HIF-2a inh: 9; Peg3 prom inh: 10; PDI inh: 2; Shn3 inh set2: 10; iPSC survival up: -0.1; MITF TRPM1 inh: 4; NR2E3 ag-2: -5

Results for N#C/C(=C\Nc1ccc(Cl)cn1)S(=O)(=O)c1ccccc1 ?
NR2E3 ag-1: -1; m5-HT2A agonist: 10; CaV13 FRET inh: -4; Cardio protect: -11; HIF-2a inh: 13; Peg3 prom inh: 12; PDI inh: 0; Shn3 inh set2: 3; iPSC survival up: -0.7; MITF TRPM1 inh: 8; NR2E3 ag-2: -19

What do the screens show for `COc1cccc(C(=O)CC(=O)C(=O)Nc2cccc([N+](=O)[O-])c2C)c1`?
NR2E3 ag-1: -3; m5-HT2A agonist: -3; CaV13 FRET inh: -20; Cardio protect: 8; HIF-2a inh: 27; Peg3 prom inh: 19; PDI inh: 7; Shn3 inh set2: 2; iPSC survival up: 1.1; MITF TRPM1 inh: 23; NR2E3 ag-2: -66
